EBI2 block: EBI2 (human) antagonism; EBI2 beta-arrestin recruitment, luminescence, 7a,25-OHC stimulated; P32249; inhibition, % at 5 µM; hit rate 0.81% among 360,000; in the data active = inhibition above about 38%;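 note: enzyme fragment complementation signal reports receptor beta-arrestin coupling in cells; 0% = agonist plus DMSO wells and 100% = wells without agonist; some results beyond the cut were filed as inactive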
Target sequence (P32249 whole entry, looked up, the tested form may be a part): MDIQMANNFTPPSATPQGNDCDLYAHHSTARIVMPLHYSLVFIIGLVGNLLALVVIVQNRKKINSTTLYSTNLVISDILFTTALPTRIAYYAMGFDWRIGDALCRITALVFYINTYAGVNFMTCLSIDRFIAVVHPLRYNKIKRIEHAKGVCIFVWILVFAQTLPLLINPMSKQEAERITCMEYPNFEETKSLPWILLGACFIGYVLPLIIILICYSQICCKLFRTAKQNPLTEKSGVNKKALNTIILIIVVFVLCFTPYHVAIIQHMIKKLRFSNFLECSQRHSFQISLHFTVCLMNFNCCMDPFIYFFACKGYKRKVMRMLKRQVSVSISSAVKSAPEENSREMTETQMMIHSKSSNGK
tim23-1 inh: growth inhibitors of tim23-1 mutant yeast; S. cerevisiae tim23-1 growth, BacTiter-Glo luminescence, 24 h; inhibition, % at 20 µM; hit rate 1.3% among 330,000;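 active = growth inhibition of the mutant yeast at or above 50%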;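 note: temperature-sensitive mutant grown at 25 °C; plate controls were DMSO-treated mutant yeast for no effect and medium wells lacking yeast for full effect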
CXCR6 block: CXCR6 (human) receptor inhibition. CHO-K1 PathHunter CXCR6 beta-arrestin, luminescence. AID 602244. hit rate 0.36% among 360,000. inhibition, % at 20 µM; in the data active = inhibition above about 34%, passing the limit was not always enough;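 note: antagonist mode with CXCL16 agonist at 10 nM final; 0% = 10 nM CXCL16 with DMSO and 100% = unstimulated wells without agonist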
Target sequence (O00574 whole entry, looked up): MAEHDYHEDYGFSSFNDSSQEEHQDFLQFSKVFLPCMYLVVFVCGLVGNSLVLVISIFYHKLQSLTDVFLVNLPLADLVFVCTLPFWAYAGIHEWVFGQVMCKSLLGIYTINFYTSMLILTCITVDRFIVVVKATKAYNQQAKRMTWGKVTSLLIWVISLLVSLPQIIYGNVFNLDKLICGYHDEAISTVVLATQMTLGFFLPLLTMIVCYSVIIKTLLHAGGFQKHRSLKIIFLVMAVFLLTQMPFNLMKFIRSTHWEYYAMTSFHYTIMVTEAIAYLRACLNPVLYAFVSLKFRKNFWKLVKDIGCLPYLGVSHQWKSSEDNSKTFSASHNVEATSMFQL
APJ ag: APJ receptor agonism; CHO-K1 APJ PathHunter beta-arrestin, luminescence; 0% DMSO wells, 100% apelin; hit rate 0.11% among 330,000; P35414; activation, % at 20 µM; AID 2520;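 active = activation more than six SD over the plate average, tested at 20 µM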;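 note: 0% = DMSO alone and 100% = apelin-13 at 10 nM; some results filed as inactive read as strong as hits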
Target sequence (P35414 whole entry, looked up): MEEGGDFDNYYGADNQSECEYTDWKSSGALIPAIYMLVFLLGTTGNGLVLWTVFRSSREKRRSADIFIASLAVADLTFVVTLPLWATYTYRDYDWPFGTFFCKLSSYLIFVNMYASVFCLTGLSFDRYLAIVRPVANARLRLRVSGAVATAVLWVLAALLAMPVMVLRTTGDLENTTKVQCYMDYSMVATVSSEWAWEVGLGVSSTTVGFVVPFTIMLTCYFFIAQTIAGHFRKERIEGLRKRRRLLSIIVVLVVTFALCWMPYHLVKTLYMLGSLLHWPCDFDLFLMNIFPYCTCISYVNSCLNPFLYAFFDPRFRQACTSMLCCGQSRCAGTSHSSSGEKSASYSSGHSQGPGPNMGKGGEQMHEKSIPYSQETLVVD
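system = engineered CHO-K1 APJ arrestin reporter cells | input = 1000 cells per well | timing = overnight seeding, 90 min compound at 25 °C, 1 h detection | measured by = enzyme-fragment complementation luminescence | read-out = beta-arrestin recruitment to APJ as agonist activity, luminescent signal | control set = negative DMSO alone, positive Apelin-13 at 10 nM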
UPR CHOP act: activators of apoptotic arm of unfolded protein response (CHOP) | AID 449763 | activation, % at 10 µM | hit rate 0.34% among 330,000 | CHO-CHOP luciferase reporter, UPR activation, luminescence; percent of tunicamycin response over DMSO baseline;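 active = at 10 µM dose, activation of 40% or more, normalized to positive control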;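 note: 100% = tunicamycin at 10 µg/mL and 0% = DMSO alone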
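measured by = luciferase luminescence | assay system = CHO-CHOP cells, stable luciferase reporter of PERK-eIF2a-CHOP signalling | amount = 500 reporter cells seeded per well | timing = 6 h compound exposure at 37 °C after overnight seeding | controls = positive tunicamycin 10 µg/mL, negative DMSO alone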
CCR6 antagonist: CCR6 (human) receptor antagonism; AID 493098; inhibition, % at 20 µM; hit rate 0.49% among 340,000; CHO-K1 CCR6 PathHunter beta-arrestin, luminescence, CCL20-stimulated;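 active = compounds whose inhibition of the agonist-driven luminescence signal at 20 µM reaches about 50%, limit read from the data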;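 note: cells stimulated with CCL20 at 14 nM final; plate controls were DMSO with CCL20 for no effect and DMSO without agonist for full effect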
XBP1 UPR activ: adaptive UPR (XBP1) activation; AID 463104; hit rate 0.33% among 330,000; CHO-XBP1 luciferase reporter, IRE1-XBP1 UPR activation, luminescence; percent of tunicamycin response, DMSO as zero; activation, % at 20 µM;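 active = versus positive control, 20 µM dose yields 30% or more activation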;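 note: 100% = tunicamycin at 10 µg/mL and 0% = DMSO only wells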
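incubation = overnight seeding at 37 °C, 6 h compound treatment at 37 °C | assay system = CHO-XBP1 cells stably carrying IRE1-XBP1-driven luciferase reporter | input = 1000 cells per well | detection = luciferase luminescence | dosing = single point, 20 µM final compound, 1% DMSO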
Mdm2 MdmX PPI: disrupts the human Mdm2-MdmX interaction | AID 485346 | O15151+Q00987 | SaOS-2 split-luciferase Mdm2/MdmX complementation, luminescence | hit rate 3% among 330,000 | inhibition, % at 8 µM;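 active = inhibition of at least 50% at 8 µM in the primary screen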
APJ antag: APJ receptor antagonism. CHO-K1 APJ beta-arrestin complementation, luminescence. inhibition, % at 20 µM. hit rate 0.32% among 330,000. AID 2521;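 active = inhibition above about 40% at 20 µM, limit read from the data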;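 note: cells challenged with 10 nM apelin-13 agonist together with compound; plate controls were apelin-13 plus DMSO wells for no effect and DMSO wells lacking apelin-13 for full effect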
Starred values were filed as active, the others as inactive. These rows are one share of the data, so the mix of outcomes need not match the whole.

SMILES	EBI2 block	tim23-1 inh	CXCR6 block	APJ ag	UPR CHOP act	CCR6 antagonist	XBP1 UPR activ	Mdm2 MdmX PPI	APJ antag
C=CCn1c(SCC(=O)Nc2cccc(C)c2)nnc1-c1cnccn1	6	17	5	-4	-0.5	-14	-1	5	15
COc1ccccc1OCC(=O)NNC(=O)c1ccc(F)c(S(=O)(=O)N2CCOCC2)c1	-16	-7	0	0	-1.5	2	-4	11	-8
COc1ccc(CCNc2cn[nH]c(=O)c2Cl)cc1OC	-4	8	-3	1	-1.9	-6	-2	4	4
O=C(CNc1ccc2ccccc2c1)N/N=C/c1ccc(C(=O)O)cc1	-1	14	-8	-1	-0.7	7	1	18	9
CC(=O)Nc1nnc(SCC(=O)c2ccc(F)cc2)s1	6	6	-6	-1	1.7	7	3	-17	-14
O=C(COc1cccc2cccnc12)N/N=C/c1ccc(O)cc1	6	17	-3	-2	-0.1	0	-2	-36	8
CN1C(=O)/C(=C/c2ccc(OCc3ccccc3F)cc2)NC1=S	6	-10	3	0	0.5	4	-2	13	7
CC1CCN(CCCNC(=O)C2CCC(=O)N2C2CCCC2)CC1 (stereo not given)	-8	-9	5	1	-0.1	2	-3	13	2
CCc1c(C)nc(SCCOc2ccc(OC)cc2)[nH]c1=O	-6	19	4	1	0.1	5	-1	-8	-10
Clc1ccc(N2CCN(c3nc4nonc4nc3N3CCSCC3)CC2)nc1	1	-13	8	-2	2.3	17	-1	-3	-4
CCCN1CCN(S(=O)(=O)c2ccc3c(c2)NC(=O)C(C)S3)CC1 (stereo not given)	-3	-4	6	-4	-1.4	7	-1	14	9
CN(C)S(=O)(=O)c1ccc(C(=O)NC(=O)CSc2nncs2)cc1	-3	1	13	-2	-0.4	-16	-1	6	9
Cn1ncc(Cl)c1C(=O)NCC1CCCO1 (stereo not given)	5	-7	1	-2	0.0	-6	-4	11	-2
CCN(C(=O)c1cccc(S(=O)(=O)N2CCCCC2)c1)C1CCS(=O)(=O)C1 (stereo not given)	-11	4	-9	0	1.5	4	0	-4	-49
COc1ccc(C(=O)Nc2ccc(NC(=O)C3CCCCC3)nc2)cc1	12	-21	-6	-2	1.3	10	-4	35	-11
CC(NC(=O)COC(=O)c1ccc2ccccc2n1)c1ccccc1 (stereo not given)	2	22	-4	-5	-1.5	-5	2	-14	3
CCOc1cc(/C=N\NC(=O)c2ccc(NC(=O)C(C)(C)C)cc2)ccc1OC(=O)c1cccc(C)c1	19	-2	6	1	2.8	4	1	28	-5
CN(C)/C=N/C(=S)Nc1ccccc1Cl	10	5	5	-4	0.3	7	-2	9	-18
Cc1csc(=O)n1CCC(=O)OCc1nnc(-c2ccccc2Cl)o1	-2	29	-1	-1	-0.2	-10	-4	-18	19
CCCn1c(=N)c(C#N)cc2c(=O)n3ccccc3nc21	-4	6	-11	0	2.0	11	0	24	7
O=C(CNC(=O)c1cccc(OC(F)F)c1)OCC(=O)c1ccccc1	-6	17	-13	-1	1.6	9	0	4	8
CCN(C(=O)CN1C=NS(=O)(=O)c2ccccc21)c1ccccc1	4	5	10	0	1.8	-13	1	-3	3
CSc1ccc(/C=C(\NC(=O)c2ccc(C)cc2)C(=O)NN)cc1	2	16	-31	5	1.4	2	-2	2	-5
CCOc1ccc(Nc2oc(Cc3ccccc3)nc2C#N)cc1	16	18	4	0	3.6	8	-6	-3	-8

The list goes on; it opens with the five that closed the last part.
SMILES	EBI2 block	tim23-1 inh	CXCR6 block	APJ ag	UPR CHOP act	CCR6 antagonist	XBP1 UPR activ	Mdm2 MdmX PPI	APJ antag
CCCn1c(=N)c(C#N)cc2c(=O)n3ccccc3nc21	-4	6	-11	0	2.0	11	0	24	7
O=C(CNC(=O)c1cccc(OC(F)F)c1)OCC(=O)c1ccccc1	-6	17	-13	-1	1.6	9	0	4	8
CCN(C(=O)CN1C=NS(=O)(=O)c2ccccc21)c1ccccc1	4	5	10	0	1.8	-13	1	-3	3
CSc1ccc(/C=C(\NC(=O)c2ccc(C)cc2)C(=O)NN)cc1	2	16	-31	5	1.4	2	-2	2	-5
CCOc1ccc(Nc2oc(Cc3ccccc3)nc2C#N)cc1	16	18	4	0	3.6	8	-6	-3	-8
COc1ccccc1OCCNc1ccc(S(=O)(=O)N2CCCC2)cn1	3	18	11	0	0.6	-1	2	29	15
CSc1cccc(NC(=O)C2C3C=CC4(O3)C2C(=O)N(CCN2CCOCC2)C4C(=O)NC2CCCCC2)c1 (stereo not given)	-12	9	-1	-2	-0.7	1	-5	-15	8
COc1cccc(/C=C/C(=O)OCC(=O)NC(=O)NC2CCCC2)c1	-2	30	-4	1	0.5	6	-4	19	-2
COCCn1c(=S)[nH]c2sc3c(c2c1=O)CCC(C)C3 (stereo not given)	5	28	5	-4	-0.7	10	3	17	8
COc1ccc(C)c2sc(N3CCCC3)nc12	-4	46	-2	-4	-1.8	-12	1	1	-7
CC(=O)Nc1cccc(C(=O)NC2CCCc3c2cnn3-c2ccccc2F)c1 (stereo not given)	-14	7	-13	2	0.7	5	-5	16	-8
O=C(O)c1ccc(OCC(F)(F)F)nc1	0	2	0	1	-0.6	-3	-4	18	-5
CC1(C)CC[C@]2(C(=O)O)[C@H](O)C[C@]3(C)C(=CCC4[C@@]5(C)C[C@H](O)[C@H](O)[C@@](C)(CO)C5CC[C@]43C)[C@@H]2C1 (stereo not given in full)	-4	3	-2	4	-0.3	3	-2	1	-70
Cc1cc(C(=O)OCC(=O)NCc2ccc3c(c2)OCO3)c2ccccc2n1	-13	17	-8	-1	0.8	0	1	-32	-5
COC(=O)c1ccccc1CCC(C)=O	-1	17	0	-2	-4.1	-9	-3	21	15
O=C(NCc1ccco1)C1Cc2cc(Cl)ccc2O1 (stereo not given)	0	14	-1	-2	4.1	5	-4	22	7
COc1ccccc1NC(=O)c1nn(-c2cccc(C(F)(F)F)c2)ccc1=O	14	-4	-8	3	-0.2	-12	-4	16	-2
Cc1cc(C(=O)COC(=O)c2ccc(Cl)c(S(N)(=O)=O)c2)c(C)n1CC1CCCO1 (stereo not given)	10	14	0	-4	-0.9	1	-7	18	9
COc1cc(-n2c(=O)c3ccccc3n(Cc3ccccc3)c2=O)cc(OC)c1OC	-1	17	0	-3	1.1	0	-2	-8	-2
COc1ccc2ccccc2c1/C=N/NC(=O)c1nnn(-c2nonc2N)c1C(C)C	14	18	-9	0	-2.7	18	-4	19	-43
CC1=C(C(=O)Nc2ccc(C(=O)N3CCN(c4cccc(Cl)c4)CC3)cc2)SCCO1	-3	43	7	-1	1.8	-1	-1	21	-22
COc1ccc(C[C@@H]2CN3C(=NC[C@@H]3Cc3ccc(O)cc3)N2C[C@H](C)NC(=O)CCC2CCCCC2)cc1	0	16	9	12	0.5	10	-2	25	9
O=C(COc1ccccc1Cl)Nc1ccc(S(=O)(=O)N2CCOCC2)cc1	2	11	5	2	-1.2	13	0	2	-21
CC(=O)Nc1ccc(NC(=O)C(C)OC(=O)C2CCN(S(=O)(=O)c3cccs3)CC2)cc1 (stereo not given)	1	5	-2	-1	-0.4	8	-2	6	-14
O=C(NC1CCN(C(=S)Nc2ccc(Cl)cc2)CC1)c1ccco1	1	10	4	1	3.2	-3	2	-23	-5
COC(=O)C1C2C=CC3(CN(C4CCCC4)C(=O)C13)O2 (stereo not given)	5	0	-3	-7	-1.0	18	0	7	11
CCn1c(C)cc(/C=C2\NC(=O)N(Cc3ccc(Cl)cc3)C2=O)c1C	-3	11	2	-4	-0.4	1	-2	20	4
O=C(CCn1c(=S)oc2ccccc21)Nc1cccc(O)c1	-5	-10	-2	-2	-0.4	4	1	5	-24
COC(=O)CNC(=O)COC(=O)c1cc(SC)ccc1Cl	-8	7	11	-2	-1.0	-5	4	1	-2
CC(=O)c1cccc(NS(=O)(=O)N2CCCCC2)c1	2	11	-9	-2	-0.1	18	-2	6	5
COC(=O)c1sc(N2C(=O)C(O)=C(C(=O)c3ccc(C)o3)C2c2ccc(F)cc2)nc1C (stereo not given)	15	8	4	-4	-1.7	2	-2	30	9
Cc1cccc(NC(=S)NC2CC3CCCC(C2)N3Cc2ccccc2)c1C (stereo not given)	0	-15	-9	-3	1.7	14	-4	16	17
O=C(NCC1CCCO1)C1CCN(S(=O)(=O)c2ccc(Br)cc2)CC1 (stereo not given)	-9	9	5	-1	-0.3	-5	-3	1	12
c1ccc(Cn2nnc3c(N4CCc5ccccc54)ncnc32)cc1	16	-7	-6	-1	6.9	3	3	33	8
C=C1CCN([C@@H](Cc2ccccc2)C(=O)NCc2ccc(Cl)cc2)S(=O)(=O)c2ccccc21	23	32	7	-4	-0.3	10	-1	3	2
Cc1ccc(S(=O)(=O)NCCSCc2ccccc2)cc1	4	33	3	-2	0.9	12	-2	18	2
CC(=O)Nc1ccccc1C(=O)N1CC(C)OC(C)C1 (stereo not given)	0	-4	-6	3	-0.5	-2	-1	13	-9
NC(=O)Nc1ccc(Oc2ncc(C(F)(F)F)cc2Cl)cc1	-5	21	-3	-4	3.7	3	-3	0	-17
COc1ccccc1OCc1ccc(C(=O)n2nc(C)c(Cl)c2C)o1	2	12	1	3	-2.8	-1	0	2	11
CCOC(=O)C1=C(C)N=C2SC(C(=O)OC)=CC(=O)N2C1c1cc(OC)c(OC)c(OC)c1 (stereo not given)	-4	9	-3	0	1.2	9	1	0	8
Nc1nnc(CC(=O)N/N=C/c2ccc(-c3ccc(Cl)cc3Cl)o2)s1	-7	-2	-14	-4	-1.4	1	-2	68*	3
Cc1cccc(-c2cnn(-c3cccc([N+](=O)[O-])c3)c2N)c1	-4	26	0	-2	3.8	8	2	-12	-19
O=C(NNC(=O)c1cc2ccccc2cc1O)Nc1ccccc1F	-13	-11	-9	-2	0.7	-21	-6	26	-3
COc1ccc(S(=O)(=O)N2CCC(C(=O)N[C@@H](C)C(=O)NCc3ccccc3OC)CC2)cc1	-1	7	-2	1	1.8	4	-2	9	18
COc1ccc(CN(C)C(=O)c2ccc(NS(=O)(=O)c3ccc4[nH]c(=O)[nH]c4c3)cc2)c(OC)c1OC	-7	-4	4	-1	-0.9	5	-3	11	-9
NC(=O)c1ccc(-c2nnn(CC(=O)N(C3CCCC3)C3CCS(=O)(=O)C3)n2)cc1 (stereo not given)	4	4	-3	-3	1.3	7	1	-15	-3
COc1ccc(OC(=O)c2cccc(S(=O)(=O)N3CCCC3)c2)cc1	-1	17	0	-5	-0.7	6	-2	6	-17
CN(C)CCN(C(=O)c1ccc(C(=O)c2ccccc2)cc1)c1nc2cc3c(cc2s1)OCO3	6	8	9	0	0.6	23	-2	-21	-4
COc1cccc(C(=O)N(Cc2nc(-c3ccc(C)cc3)no2)C(C)C)c1	16	10	10	-5	-0.9	-1	-2	-14	23

Assay outcomes from PubChem BioAssay.
